MC4R antagonist: human MC4R antagonism in cAMP assay; inhibition, % at 6.5 µM; P32245; MC4R-expressing cells, MTII-stimulated cAMP, LANCE TR-FRET; hit rate 0.48% among 360,000;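 active = inhibition above its plate's cutoff, the mean of tested wells on that plate plus 3 SD, cut at about 29% in these data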;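 note: 0% = Melanotan II alone and 100% = Melanotan II plus saturating MCL0020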
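System: U2OS-MC4R stable cell line; Technique: Eu-cAMP/anti-cAMP TR-FRET, emission 671 nm; Repeats: single well per compound; Also added: Melanotan II; Dosing: one concentration, 6.5 µM nominal; Schedule: 30-min compound, 1-h challenge, 1-h detection, room temperature.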
TLR9-MyD88 inh: blocks human TLR9 binding to MyD88. hit rate 0.21% among 340,000. inhibition, % at 4.98 µM. Q9NR96+Q99836. CHO BLA complementation TLR9-MyD88, CCF4 FRET ratio;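 active = inhibition above the mean over all tested compounds plus 3 SD, cut at about 21% in these data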;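 note: 0% = DMSO only wells and 100% = clavulanate BLA inhibitor control wells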
ABHD5 PLIN5 PPI: blocks binding of human ABHD5 to perilipin-5 | Q00G26+Q8WTS1 | Split G. princeps luciferase complementation, luminescence, 4 h | inhibition, % at 4 µM | hit rate 0.78% among 360,000 | AID 602281;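 active = inhibition above the mean inhibition across every tested compound plus 3 SD, cut at about 22% in these data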;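 note: 0% = DMSO only wells and the 100% control is not disclosed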
MC4R ag barr: agonists of human melanocortin 4 receptor (MC4R) beta-arrestin; P32245; U2OS MC4R beta-arrestin complementation, luminescence; percent of melanotan II response, DMSO zero; activation, % at 8.9 µM; hit rate 0.98% among 360,000; AID 540308;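 active = activation above a per-plate cutoff, the mean activation of sample wells on that plate plus 3 SD, cut at about 8% in these data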
NOD2 RIPK2 PPI: NOD2-RIPK2 protein interaction inhibition; hit rate 0.38% among 360,000; O43353; CHO BLA complementation NOD2-RIPK2, CCF4 ratio; inhibition, % at 4.98 µM; in the data active = inhibition above about 21%;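 note: 0% = vehicle only and 100% = reference blocker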
Glyco luc inh: N-linked glycosylation inhibition. D54 ERlucT glycosylation luciferase reporter, 24 h; percent of 100 nM tunicamycin response. reporter increase, % at 12.5 µM. hit rate 0.23% among 360,000;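 active = mean luciferase reporter signal, scaled so untreated is 0 and the glycosylation-blocking control 100, at or above a set limit in every replicate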;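 note: luciferase carries N-glycosylation sites so blocking glycosylation raises the light; 0% = median of neutral control wells and 100% = median of 100 nM tunicamycin wells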
Exocytosis inh: blocks lytic granule exocytosis. TALL-104 LAMP-1 surface exposure, flow cytometry; cells stimulated with thapsigargin and PMA. inhibition, % at 10 µM. hit rate 0.66% among 360,000. AID 651702;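 active = inhibition above about 55%, limit read from the data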
Vif imaging: inhibitors of HIV Vif; HEK293T cells, Vif self-association by quenched fluorescence, imaging, 24 h; inhibition, % at 7.49 µM; hit rate 0.35% among 340,000; AID 602346; in the data active = inhibition above about 50%, passing the limit was not always enough; note: some results filed as inactive read as strong as hits
aDG glyco up: increases alpha dystroglycan glycosylation | Pro5-aDG cells, alpha-DG glycosylation AlphaScreen (IIH6); 0% Pro5, 100% B10-LARGE cell signal | activation, % at 10 µM | hit rate 0.22% among 360,000 | AID 624168;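 active = activation of at least 8% versus controls, or a plate z-score of at least 8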;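 note: Pro5 are CHO cells carrying HIG-tagged alpha-DG that lacks glycosylation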
ABCB6 inh MLPCN: human ABCB6 transporter inhibition; Q9NP58; K562-ABCB6 porphyrin accumulation, flow cytometry, 1 h; active compounds read low; fluorescence ratio to DMSO, % at 10 µM; hit rate 0.19% among 360,000; AID 602162;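 active = fluorescence ratio to DMSO below 75%, the collection mean minus 3 SD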;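 note: signal is porphyrin accumulated inside mitochondria; 100% equals median channel fluorescence of DMSO control wells; lower ratio means ABCB6 inhibition with less porphyrin fluorescence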
Target sequence (Q9NP58 whole entry, looked up): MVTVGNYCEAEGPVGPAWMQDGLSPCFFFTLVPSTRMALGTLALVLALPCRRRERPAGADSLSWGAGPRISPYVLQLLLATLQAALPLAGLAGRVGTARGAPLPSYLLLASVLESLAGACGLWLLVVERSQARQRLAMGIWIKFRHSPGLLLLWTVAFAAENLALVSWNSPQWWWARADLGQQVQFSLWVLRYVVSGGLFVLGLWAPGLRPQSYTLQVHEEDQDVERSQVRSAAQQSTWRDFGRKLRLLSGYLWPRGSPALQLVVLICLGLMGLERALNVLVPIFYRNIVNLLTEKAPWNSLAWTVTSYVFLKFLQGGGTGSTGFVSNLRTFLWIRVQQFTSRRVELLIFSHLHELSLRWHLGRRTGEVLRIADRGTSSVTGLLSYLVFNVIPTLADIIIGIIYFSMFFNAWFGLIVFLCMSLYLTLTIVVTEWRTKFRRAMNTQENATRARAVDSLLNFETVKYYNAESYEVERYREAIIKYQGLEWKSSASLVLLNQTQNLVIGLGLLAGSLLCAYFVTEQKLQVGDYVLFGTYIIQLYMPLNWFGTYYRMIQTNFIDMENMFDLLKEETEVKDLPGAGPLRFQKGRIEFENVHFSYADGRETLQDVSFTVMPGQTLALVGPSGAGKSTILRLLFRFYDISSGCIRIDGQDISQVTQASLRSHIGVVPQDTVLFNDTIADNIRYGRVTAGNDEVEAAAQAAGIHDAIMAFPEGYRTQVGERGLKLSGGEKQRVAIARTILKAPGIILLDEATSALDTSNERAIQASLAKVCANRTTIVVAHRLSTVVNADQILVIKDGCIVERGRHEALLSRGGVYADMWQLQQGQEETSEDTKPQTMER
Active calls of the source: *; x = not tested or not shown. A portion of the library. The share of hits here may be higher or lower than overall.

SMILES	MC4R antagonist	TLR9-MyD88 inh	ABHD5 PLIN5 PPI	MC4R ag barr	NOD2 RIPK2 PPI	Glyco luc inh	Exocytosis inh	Vif imaging	aDG glyco up	ABCB6 inh MLPCN
O=C(NC1CCCC1)c1ccc2nc[nH]c2c1	1.8	-13.2	0.1	1.0	3.0	0.1	0.7	-5.7	0.6	99.0
CCOC(=O)N1CCN(C(=O)C2CC(=O)N(c3ccc(OC)cc3)C2c2ccc(OC)cc2)CC1 (stereo unspecified)	1.1	-7.8	-2.8	-1.6	-15.1	-0.7	0.4	4.5	0.3	97.0
Cc1nc(C(=O)O)nn1-c1cc(Cl)ccc1Cl	15.6	2.1	-0.7	1.7	-4.8	2.3	-0.9	-12.4	0.5	92.0
O=C(NC1CCN(Cc2ccccc2)CC1)c1ccccc1NS(=O)(=O)c1ccc(F)c(F)c1	-3.0	5.9	9.3	-1.8	-0.7	-2.3	-1.3	25.5	-0.1	95.0
CC(=O)Nc1ccc(S(=O)(=O)NC(C(=O)O)C(C)C)cc1 (stereo unspecified)	6.7	10.3	-6.2	-1.0	-10.5	2.5	1.9	x	0.1	91.0
CN(C)c1ccc(C(=O)c2ccc(N(C)C)c3ccccc23)cc1	-26.2	13.7	-9.4	-3.7	17.0	10.1	0.7	78.3*	-0.8	101.0
CCCC(=O)NCC(c1cccs1)S(=O)(=O)c1ccc(C)cc1 (stereo unspecified)	12.3	-2.0	-0.6	1.9	-11.2	1.1	0.0	1.7	0.0	101.0
COc1cc(NC(=O)c2ccc(-c3cnn(C)c3)c3ccoc23)cc(OC)c1OC	5.7	x	5.5	0.4	-13.0	1.2	-6.7	1.3	-0.3	88.0
C/C(N)=C(/C#N)C(=O)CSc1nc2ccccc2c(=O)n1-c1ccccc1C	-61.6	-9.5	2.4	1.9	3.3	2.7	2.5	-6.0	-0.6	99.0
Cc1ccc(CNC(=O)CNS(=O)(=O)c2ccc3c(c2)C(C)(C)C(=O)N3C)cc1	7.0	0.9	1.2	-2.2	-2.6	1.6	4.7	x	-0.4	101.0
CCCCCCCCCCCCC(=O)CCCCC(=O)O	5.1	1.2	6.5	-0.7	-12.9	-4.8	-6.8	-3.1	-0.2	94.0
NS(=O)(=O)c1ccc(CCNC(=O)CN2C(=O)NC(c3ccccc3)(c3ccccc3)C2=O)cc1	9.5	-12.7	-3.4	-1.4	10.2	0.5	1.1	3.5	-0.2	99.0
CC(=O)c1ccccc1OCCOc1ccccc1C(C)=O	-1.2	-5.0	4.1	-2.7	12.2	-0.7	-9.5	-5.6	0.0	99.0
Clc1ccccc1/C=N/c1cc(-c2ccccc2)nn1-c1ccccc1	4.6	-9.1	-1.7	1.7	-3.9	0.2	0.4	0.9	-0.5	86.0
Cc1ccccc1C(=O)Nc1cc(NC(=O)c2ccccc2C)cc(C(=O)O)c1	3.2	1.3	-0.2	-0.1	-6.5	-0.7	-2.9	4.3	-0.1	103.0
C=CC(COCc1ccccc1)N(Cc1ccc(OC)cc1)S(=O)(=O)c1ccccc1Br (stereo unspecified)	11.3	0.0	-8.1	-0.6	0.0	-5.7	-8.9	-2.0	0.1	96.0
O=C(CNc1ccccc1)N/N=C/c1ccc([N+](=O)[O-])cc1	17.2	1.5	-4.7	-0.2	-5.1	1.3	3.5	-2.6	-0.4	104.0
CC1CCCN(C(=O)CN2C(=O)c3ccccc3S2(=O)=O)C1 (stereo unspecified)	0.1	-7.7	-0.7	-1.0	-0.8	-8.3	3.0	8.6	-0.4	98.0
Cc1cc(C)nc(NS(=O)(=O)c2ccc(NS(=O)(=O)c3ccsc3)cc2)n1	11.8	x	4.1	-1.1	1.2	1.5	-6.3	74.4*	-0.2	99.0
CCCCN(CC)Cc1ccc(CNC(=O)Nc2ccc(OCC)cc2)o1	5.2	7.3	5.5	-2.0	-1.7	-3.0	2.2	10.4	-0.1	94.0

Next part, overlapping the part above by 2 compounds.
SMILES	MC4R antagonist	TLR9-MyD88 inh	ABHD5 PLIN5 PPI	MC4R ag barr	NOD2 RIPK2 PPI	Glyco luc inh	Exocytosis inh	Vif imaging	aDG glyco up	ABCB6 inh MLPCN
Cc1cc(C)nc(NS(=O)(=O)c2ccc(NS(=O)(=O)c3ccsc3)cc2)n1	11.8	x	4.1	-1.1	1.2	1.5	-6.3	74.4*	-0.2	99.0
CCCCN(CC)Cc1ccc(CNC(=O)Nc2ccc(OCC)cc2)o1	5.2	7.3	5.5	-2.0	-1.7	-3.0	2.2	10.4	-0.1	94.0
CCc1ccc(C2c3[nH]c4ccccc4c3CCN2C(=O)c2ccc(=O)n(C)n2)cc1 (stereo unspecified)	17.0	-1.7	-4.2	-1.2	4.4	22.3	-6.0	-6.7	0.2	100.0
C=CCn1c(SCC(=O)c2ccc(F)cc2)nnc1-c1ccc2c(c1)OCO2	3.0	8.2	-1.3	1.8	0.6	0.1	-3.8	8.2	0.1	92.0
CC(=O)c1cc2c(cc1N(C(=O)c1ccco1)C(C(=O)NC1CCCC1)c1ccccc1F)OCO2 (stereo unspecified)	19.6	0.0	4.9	-2.0	2.9	-2.4	19.8	1.5	0.0	100.0
COc1ccc(C(=O)Cn2c(C(=O)/C=C/c3ccccc3)nc3ccccc32)cc1	11.4	-1.9	19.1	22.7*	-6.5	-0.7	6.5	0.3	-0.4	96.0
Cc1c(NC(N)=O)c(=O)n(-c2ccccc2)n1C	-0.5	-28.7	1.7	-1.4	0.4	3.3	-7.8	2.4	-0.6	92.0
O=c1[nH]c2ccccc2c(O)c1O	-4.5	7.6	98.3*	-0.9	-9.8	3.9	-0.4	-4.3	0.9	103.0
O=C(NCCO)C(F)(F)C(F)(F)C(F)(F)OC(F)(C(=O)NCCO)C(F)(F)F (stereo unspecified)	19.5	8.8	-1.6	-0.4	-10.6	1.5	10.4	-0.6	-0.2	99.0
Cc1cc(C(=O)CN2C(=O)C(=O)N(C3CCCC3)C2=O)c(C)n1CCc1ccc(F)cc1	-1.0	-3.0	-14.8	-3.8	6.2	-3.0	-1.4	-4.2	0.1	97.0
C/C=C/c1ccc(OCC(O)CNCCc2ccc(OC)cc2)c(OC)c1 (stereo unspecified)	9.2	-4.4	10.6	2.6	-0.9	-0.8	20.3	-3.1	0.3	91.0
CCC(=O)N(CC(=O)Nc1sc(C)c(C)c1C(N)=O)Cc1ccc(F)cc1	24.4	-6.0	4.7	0.1	-0.9	-1.2	-5.9	-3.2	0.1	105.0
COc1ccc(OC)c(S(=O)(=O)Nc2cc(OC)c(Cl)cc2OC)c1	-1.3	1.6	-0.8	0.5	-20.7	0.7	-1.9	-3.7	0.1	94.0
O=C(Nc1nnc(S(=O)(=O)N2CCCCCC2)s1)c1ccccc1F	-0.1	-8.3	-13.5	-0.6	5.9	0.4	1.4	-9.0	-0.3	91.0
O=C(CCC(=O)N1CCOc2ccccc21)NCCCN1CCOCC1	-5.5	3.2	1.5	0.4	14.5	0.2	-6.0	11.5	-0.2	102.0
O=C(COC(=O)Cc1ccccc1F)NCc1ccccc1Cl	6.8	-2.2	5.3	0.9	-7.2	-0.3	1.7	0.7	-0.1	101.0
CN(C)S(=O)(=O)N1CCN(C(=O)c2cccs2)CC1	14.6	-7.6	0.9	1.1	4.2	6.5	-0.3	-2.6	-0.2	100.0
O=C(C1CC(=O)N(c2ccccc2F)C1)N1CCOCC1 (stereo unspecified)	17.3	1.1	5.8	-1.8	1.1	1.2	-5.4	4.6	0.2	96.0
CN(CC(=O)N1CCC(C(N)=O)CC1)S(=O)(=O)c1ccc2ccccc2c1	-4.4	0.1	2.4	0.2	9.2	0.8	-4.7	1.9	0.1	89.0
CN(c1ccccc1C(=O)Nc1cccc(Br)c1)S(=O)(=O)c1ccccc1	1.1	-2.6	-3.6	-0.6	-0.9	-0.1	50.6	1.2	0.0	87.0
CCN(CC)c1ccc(CN(C(=O)c2cccs2)C2CCS(=O)(=O)C2)cc1 (stereo unspecified)	6.9	-4.6	-7.2	-0.8	7.3	-0.4	-6.2	-4.5	0.5	97.0
Cc1cc2c(cc(C(=O)OCC(=O)NCc3cccs3)n2C(C)C)o1	-33.2	-1.1	-0.8	-0.5	-2.0	22.7	2.6	4.5	-0.2	99.0
CC1(C(=O)NS(=O)(=O)c2ccc(Cl)cc2)CCN1C(=O)c1ccccc1 (stereo unspecified)	0.9	x	6.3	-1.1	-8.1	1.4	-1.9	5.1	0.2	101.0
O=C(C1Cc2ccccc2CN1S(=O)(=O)c1ccc(F)cc1)N1CCOCC1 (stereo unspecified)	-2.4	-6.0	-3.4	0.1	-6.3	0.2	2.5	x	0.1	94.0
O=C(Cc1cccs1)NCc1cccc(F)c1	22.2	2.0	-5.1	2.7	-6.5	-0.8	0.4	7.1	0.1	103.0
N#Cc1ccc(S(=O)(=O)N2CCN(C(=O)c3cn(-c4ccccc4)nc3-c3cccnc3)CC2)cc1	5.9	1.2	-8.4	-2.4	-11.3	-2.0	29.7	-3.6	-0.2	96.0
C=CCNC(=S)Nc1ccccc1-c1nnc2n1CCCCC2	27.3	5.8	2.5	1.4	4.0	3.9	1.8	-2.6	0.1	95.0
O=C(NCCc1nc2ccccc2[nH]1)/C(=C/c1ccco1)NC(=O)c1ccccc1Br	9.1	-0.8	2.6	0.0	-8.6	4.2	-3.0	-5.7	0.0	98.0
CCOC(=O)C1CCN(C(=O)C(C)Sc2ccc(Cl)cc2)CC1 (stereo unspecified)	1.9	-6.1	6.7	1.8	-8.3	1.1	6.3	-0.2	-0.1	96.0
CCCOc1ccc(/C=C/C(=O)N2CCOCC2)cc1	8.3	4.1	-0.4	1.3	1.4	-0.6	2.8	0.5	0.2	97.0
Cc1cc(Cl)ccc1NC(=S)NCCCO	14.8	-9.1	6.2	-0.2	-8.3	0.4	-5.2	-2.1	-0.2	100.0
CC1(C)CC(NC(=O)c2ccc(Cl)cc2)CC(C)(C)N1	-0.9	9.8	1.9	-1.7	-7.2	-1.7	11.2	-5.8	0.1	97.0
COc1ccccc1CNC(=O)c1ccc(NS(=O)(=O)c2c(C)noc2C)cc1	16.4	-10.7	3.1	1.2	-10.2	-0.5	-2.1	-1.0	-0.2	96.0
O=C(OCc1ccccc1)N1Cc2ccnnc2CC1c1ccccc1Br (stereo unspecified)	x	x	-2.2	x	-0.2	1.9	-1.2	17.1	0.0	98.0
COc1cc(NS(=O)(=O)c2ccc(NS(=O)(=O)c3ccc(C)cc3)cc2)nc(OC)n1	16.4	-4.5	10.4	-0.8	-2.5	0.4	-11.7	1.7	-0.2	98.0
O=C(O)c1cccc(CSc2nnc(-c3cccnc3)o2)c1	-10.4	-3.2	0.3	-1.1	0.8	0.4	-1.8	7.6	0.1	94.0
O=C(Nc1nncs1)c1cccc(S(=O)(=O)N2CCCCC2)c1	2.7	-0.9	1.8	0.6	2.3	0.2	4.5	2.6	-0.2	107.0
CC1(C)CC(=O)C2=C(C1)N(CC1CCCO1)C(=O)NC2(C(F)(F)F)C(F)(F)F (stereo unspecified)	9.7	-3.1	0.6	-1.7	2.5	2.0	3.5	x	-0.2	101.0
